Ecoli viability = counter-screen for AddAB inhibitors: E. coli growth inhibition; actives 0.27% (n = 330,000); E. coli V3065 growth, OD600 absorbance, 18 h; inhibition, % at 11.9 µM; AID 449728;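 active means inhibition above the campaign's mean inhibition across all tested compounds plus 3 SD, cut at about 9.9% in these data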;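 further: uninfected addAB+ strain grown without phage in ampicillin broth; 0% = DMSO wells and 100% = ciprofloxacin 0.95 µg/ml wells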
HTR5A inv ctr = HTR5A inverse agonism, opioid heterodimer counter-screen; P47898; HTR5A cell line, luminescence; inhibition, % at 9.3 µM; actives 0.083% (n = 340,000); AID 504634; in the data active means inhibition mostly above about 23%, no sharp cut-off; inactive means mostly below about 18%;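 further: 0% = cells with DMSO and 100% = no-cell wells with DMSO; some compounds called inactive have numbers as strong as hits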
PKA-R1A act = PKA-R1A complex activation; AID 504707; activation, % at 11.4 µM; P00514+P68181; actives 0.083% (n = 340,000); PKA-R1A dissociation, Cy5-IP20 fluorescence polarization; scaled: DMSO 0%, 113 µM cGMP 100%;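 active means percent activation above the mean of all tested compounds plus 3 SD, cut at about 19% in these data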;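 further: higher means more PKAc released from R1A so a rise in polarization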
Tat export inh = inhibitors of E. coli Tat protein transport. E. coli MC4100 TorA-mCherry Tat export, fluorescence. AID 488895. inhibition, % at 10 µM. actives 0.036% (n = 340,000);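 active means mean replicate inhibition at least 50% and at least half of replicates individually reaching 50%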;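 further: exported cargo escapes ClpAP degradation while cytoplasmic cargo is degraded and loses fluorescence; 0% = median of neutral control wells and 100% = median of NaSCN control wells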
PKA-R2B act = PKA-R2B complex activation; P22694+P31323; PKA-R2B holoenzyme dissociation, Cy5-IP20 fluorescence polarization; R2B truncated from residue 108, S112A mutant; 0% DMSO only, 100% 113 µM cGMP; activation, % at 11.4 µM; actives 0.079% (n = 340,000); AID 504700;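 active means activation above a cutoff set at the mean over all compounds plus 3 SD, cut at about 18% in these data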;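 further: higher means more holoenzyme dissociation and a rise in polarization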
Target sequence (P31323 whole entry, looked up, other chains not shown, the tested form may be a part): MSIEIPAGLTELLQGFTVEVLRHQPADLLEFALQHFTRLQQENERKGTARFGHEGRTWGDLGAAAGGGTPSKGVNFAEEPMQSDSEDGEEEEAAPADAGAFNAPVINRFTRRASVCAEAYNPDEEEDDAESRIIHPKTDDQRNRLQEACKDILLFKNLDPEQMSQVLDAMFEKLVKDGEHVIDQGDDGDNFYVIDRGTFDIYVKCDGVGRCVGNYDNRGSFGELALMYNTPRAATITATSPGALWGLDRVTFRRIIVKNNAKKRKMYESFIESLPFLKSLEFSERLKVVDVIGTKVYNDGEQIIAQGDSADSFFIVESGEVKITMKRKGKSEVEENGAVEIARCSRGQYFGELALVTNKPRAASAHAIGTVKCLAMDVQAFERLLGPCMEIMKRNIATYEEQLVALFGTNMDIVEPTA
DAGLB inhibitor = blocks human DAGLB lipase activity | Q8NCG7 | HEK293T DAGLB membrane lysate, EnzChek fluorogenic substrate | inhibition, % at 5.17 µM | actives 0.059% (n = 340,000); in the data active means inhibition above about 34%;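 further: 0% = enzyme with vehicle and 100% = wells lacking enzyme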
Target sequence (Q8NCG7 whole entry, looked up): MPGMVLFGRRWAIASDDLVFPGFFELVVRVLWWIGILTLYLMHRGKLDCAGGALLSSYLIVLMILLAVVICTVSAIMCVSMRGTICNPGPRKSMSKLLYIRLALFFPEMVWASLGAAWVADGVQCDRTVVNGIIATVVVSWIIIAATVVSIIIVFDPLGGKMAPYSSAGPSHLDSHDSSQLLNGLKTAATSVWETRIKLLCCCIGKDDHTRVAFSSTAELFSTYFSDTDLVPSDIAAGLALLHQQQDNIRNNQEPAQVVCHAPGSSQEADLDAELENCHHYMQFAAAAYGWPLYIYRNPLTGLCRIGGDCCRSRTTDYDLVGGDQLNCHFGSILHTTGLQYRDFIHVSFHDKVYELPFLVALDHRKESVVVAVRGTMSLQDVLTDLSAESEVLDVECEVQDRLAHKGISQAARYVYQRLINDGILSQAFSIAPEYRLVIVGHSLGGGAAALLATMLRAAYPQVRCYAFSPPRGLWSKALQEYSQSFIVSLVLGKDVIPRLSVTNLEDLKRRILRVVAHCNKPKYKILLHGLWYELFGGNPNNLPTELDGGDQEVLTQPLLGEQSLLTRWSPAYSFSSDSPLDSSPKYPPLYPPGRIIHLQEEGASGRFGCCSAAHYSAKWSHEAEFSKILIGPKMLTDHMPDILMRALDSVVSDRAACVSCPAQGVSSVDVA
phage Ecoli inh = E. coli growth loss with phage present; growth absorbance; inhibition, % at 11.9 µM; actives 0.26% (n = 360,000); AID 651602; in the data active means inhibition above about 11%
CDK5 p35 inh = inhibitors of human CDK5/p35 kinase; actives 0.01% (n = 330,000); Q00535+Q15078; inhibition, % at 10 µM; Recombinant CDK5/p35, ADP-Glo luminescence, 60 min;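 active means highest replicate inhibition of at least 50% and at least 75% of replicates reaching 50%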;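 further: plate controls were DMSO neutral control for no effect and GW8510 at 10 µM for full effect; many of its hits are not listed in these tables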
Mot1-301 SUMO = inhibitors of SUMOylation pathway: yeast Mot1-301 growth rescue; S. cerevisiae Mot1-301 growth rescue, ATP luminescence, 38.5C; percent above DMSO median, 100 means doubled; growth rescue, % at 18.8 µM; actives 1% (n = 320,000); AID 2716;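 active means every valid replicate shows activation above 250% relative to neutral control wells; inactive means the rest, any valid replicate at or below 250%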;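 further: OY570 slx delta 5 strain wells were the positive control but not used for scaling; some compounds called inactive have numbers as strong as hits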
AddAB inh = less growth of phage-infected E. coli with AddAB. inhibition, % at 11.9 µM. actives 0.29% (n = 330,000). E. coli expressing H. pylori AddAB, absorbance growth; in the data active means inhibition above about 12%;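 further: 0% = vehicle wells of infected cells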
HTR5A ag = counter-screen for OPRM1-OPRD1 agonists: human HTR5A agonism; P47898; activation, % at 9.3 µM; actives 0.61% (n = 340,000); HTR5A agonist assay, luminescence, cell-based; AID 504692; in the data active means activation mostly above about 9.5%, no sharp cut-off; inactive means mostly below about 7.6%;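 further: 0% = cells with vehicle only and 100% = reference agonist; strong numbers were not always called active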
* marks the source's active call; other numbers are inactive results; / = not tested or not shown; + = active, no number.

Sample of the layout (11 entries):
SMILES	Ecoli viability	HTR5A inv ctr	PKA-R1A act	Tat export inh	PKA-R2B act	DAGLB inhibitor	phage Ecoli inh	CDK5 p35 inh	Mot1-301 SUMO	AddAB inh	HTR5A ag
CCOC(=O)N1CCN(C(=O)c2cnn(-c3ccccc3)c2NC(=O)c2ccccc2F)CC1	0.9	5	-1	1	0	-1	0.5	-1.0	8	3.3	-2
COc1ccccc1C(=O)N/C(=C\c1cn(C)c2ccccc12)C(=O)NCCCn1ccnc1	-2.5	-7	-9	-2	-5	2	0.8	1.3	-5	2.4	-7
CCN1CCN(CC(=O)n2c3c(c4ccccc42)CC(C)CC3)CC1 (stereo unspecified)	-1.2	10	-13	12	-10	3	0.6	0.2	55	1.8	1
CCc1ccc(NC(=O)N2CCCCCC2)cc1	-0.9	3	1	0	-1	-5	1.8	-4.3	155	0.2	-1
Cc1ccc(/C=N/c2sc3c(c2C#N)CCC3)o1	-2.6	1	0	3	1	4	2.6	1.8	-18	3.2	0
O=C(c1ccc2nc(N3CCCCC3)sc2c1)N1CCN(c2ccccn2)CC1	-1.1	16	0	9	-2	-2	2.4	2.2	-4	-0.9	-5
CCOC(=O)c1c(C)[nH]c(C(=O)CSc2nccc(C)n2)c1C	1.1	5	-6	-1	3	1	4.3	-2.4	-12	2.0	-2
Cc1ccccc1NC(=O)c1ccc(OCc2c(C)noc2C)cc1	-1.6	-12	-10	1	7	-6	1.8	-0.8	-5	1.6	4
COC(=O)C(NC(C)=O)(Nc1nc2ccc(S(C)(=O)=O)cc2s1)C(F)(F)F (stereo unspecified)	-1.4	7	-3	-2	-4	-3	1.5	-0.5	+	1.3	-2
COc1cc(CC(=O)Nc2nccs2)cc(OC)c1OC	-1.1	3	9	3	5	1	1.5	1.4	4	0.1	-1
COc1ccc(CN2C(=O)c3ccccc3C2=O)cc1C(=O)N(C)CC(=O)Nc1c(C)cccc1C	-1.1	1	-7	-1	7	1	-0.4	-2.5	-7	0.9	-1

The list itself, previewed entries included:
SMILES	Ecoli viability	HTR5A inv ctr	PKA-R1A act	Tat export inh	PKA-R2B act	DAGLB inhibitor	phage Ecoli inh	CDK5 p35 inh	Mot1-301 SUMO	AddAB inh	HTR5A ag
CCOC(=O)N1CCN(C(=O)c2cnn(-c3ccccc3)c2NC(=O)c2ccccc2F)CC1	0.9	5	-1	1	0	-1	0.5	-1.0	8	3.3	-2
COc1ccccc1C(=O)N/C(=C\c1cn(C)c2ccccc12)C(=O)NCCCn1ccnc1	-2.5	-7	-9	-2	-5	2	0.8	1.3	-5	2.4	-7
CCN1CCN(CC(=O)n2c3c(c4ccccc42)CC(C)CC3)CC1 (stereo unspecified)	-1.2	10	-13	12	-10	3	0.6	0.2	55	1.8	1
CCc1ccc(NC(=O)N2CCCCCC2)cc1	-0.9	3	1	0	-1	-5	1.8	-4.3	155	0.2	-1
Cc1ccc(/C=N/c2sc3c(c2C#N)CCC3)o1	-2.6	1	0	3	1	4	2.6	1.8	-18	3.2	0
O=C(c1ccc2nc(N3CCCCC3)sc2c1)N1CCN(c2ccccn2)CC1	-1.1	16	0	9	-2	-2	2.4	2.2	-4	-0.9	-5
CCOC(=O)c1c(C)[nH]c(C(=O)CSc2nccc(C)n2)c1C	1.1	5	-6	-1	3	1	4.3	-2.4	-12	2.0	-2
Cc1ccccc1NC(=O)c1ccc(OCc2c(C)noc2C)cc1	-1.6	-12	-10	1	7	-6	1.8	-0.8	-5	1.6	4
COC(=O)C(NC(C)=O)(Nc1nc2ccc(S(C)(=O)=O)cc2s1)C(F)(F)F (stereo unspecified)	-1.4	7	-3	-2	-4	-3	1.5	-0.5	+	1.3	-2
COc1cc(CC(=O)Nc2nccs2)cc(OC)c1OC	-1.1	3	9	3	5	1	1.5	1.4	4	0.1	-1
COc1ccc(CN2C(=O)c3ccccc3C2=O)cc1C(=O)N(C)CC(=O)Nc1c(C)cccc1C	-1.1	1	-7	-1	7	1	-0.4	-2.5	-7	0.9	-1
CCCc1cc(=O)[nH]c2nnc(SCC(=O)Nc3cccc(NC(C)=O)c3)n12	0.1	-30	10	12	-8	1	-0.3	0.8	10	-0.9	-3
Cc1ccc(NC(=O)C2CC(=O)N(c3ccc4c(c3)OCCO4)C2)nc1 (stereo unspecified)	2.2	-1	0	-6	-5	-1	2.2	2.4	-8	1.2	1
COC(=O)c1nnn(-c2cc(Cl)cc(Cl)c2)c1C(=O)OC	1.0	8	-2	12	4	-1	-15	0.8	114	1.4	-3
O=C(COC(=O)CN1C(=O)c2cccc([N+](=O)[O-])c2C1=O)NC1CCS(=O)(=O)C1 (stereo unspecified)	-2.2	-18	-12	1	-15	-2	0.3	-1.0	-7	-0.1	1
CC(=O)c1ccc(S(=O)(=O)NC2CC(=O)N(c3ccc(C)cc3)C2)cc1 (stereo unspecified)	1.7	4	-5	6	-2	0	3.5	0.9	15	5.2	-1
CC(C)(C)c1ccc(OCCCCCCN2CCNCC2)cc1	-2.4	4	10	7	0	0	5.6	1.1	68	-1.2	-1
Cc1ccc(CNC(=O)C2CCC(=O)N(Cc3ccc(Cl)cc3)C2)cc1F (stereo unspecified)	/	4	-8	8	4	2	0.2	2.9	3	/	0
Clc1ccc(OCCn2ccnc2)cc1Cl	-1.7	-10	-6	0	-13	1	0.4	0.1	26	1.1	3
Cc1nc(N)nc(-c2ccccc2O)n1	2.3	-8	-18	-1	-3	-2	2.4	4.7	16	1.1	7
Cc1cccc(-n2ncc(C(=O)NC3CCCC3)c2C2CCN(C(=O)OC(C)(C)C)CC2)c1	-3.2	-17	2	22	1	-5	-0.6	0.6	1	-0.8	6
CCOCCOC(=O)c1ccc(NC(=O)C2COc3ccccc3O2)cc1 (stereo unspecified)	0.3	7	7	2	4	-7	1.7	-0.1	6	1.2	-2
O=C1c2cccc3c([N+](=O)[O-])ccc(c23)C(=O)N1CCc1ccccn1	-2.4	-25	-4	1	-7	-3	-2.8	-0.9	24	1.0	1
Cc1cc(/C=N/NC(N)=S)c(C)n1-c1cccc(Cl)c1	-1.7	12	12	2	-4	2	6.5	0.2	-14	0.1	-3
CCOC(=O)C1=C(C)N(c2ccc(C)c(C)c2)C(=O)/C1=C\c1ccco1	-1.0	-17	7	4	4	-1	1.2	0.3	15	-1.3	-3
SMILES	Ecoli viability	HTR5A inv ctr	PKA-R1A act	Tat export inh	PKA-R2B act	DAGLB inhibitor	phage Ecoli inh	CDK5 p35 inh	Mot1-301 SUMO	AddAB inh	HTR5A ag
COc1cccc2c1cc1c(=O)n(CC(=O)NCCCN3CCCCC3)nc(C)n12	-0.2	7	-1	-8	-1	0	/	0.6	-20	2.5	0
CCOc1ncccc1C(=O)NNC(=O)c1csc(N2CCOCC2)n1	-0.1	-5	-3	0	11	2	-0.7	0.8	8	0.5	2
COc1ccc(S(=O)(=O)N2CCCC2CNC(=O)C(=O)NCc2ccc3c(c2)OCO3)cc1 (stereo unspecified)	-3.3	-11	3	-5	2	3	2.8	-0.7	94	0.4	-1
O=C(NCc1ccc(F)cc1)c1ccc2c(c1)S(=O)(=O)c1ccccc1C2=O	1.5	3	6	-7	-3	2	1.4	2.0	-13	3.9	-1
COc1ccccc1C(=O)OCc1ccc2sc(C)nc2c1	2.3	-38	-10	-6	-1	-4	1.8	0.2	15	2.0	-3
CN(C)S(=O)(=O)c1ccc(N2CCCC2)c(C(=O)Nc2nc3ccccc3s2)c1	0.7	10	-9	-3	1	0	1.8	-0.2	-13	2.1	1
CCCOc1ccc(C(=O)NCCO)cc1	0.4	2	-13	1	4	1	2.6	0.7	82	1.0	-1
COc1ccc(/C=N/NC(=O)Cc2csc(Nc3cccc(C(F)(F)F)c3)n2)c(OC)c1	2.0	-12	-4	0	-15	-1	2.0	-2.3	-3	-0.6	4
COc1ccc(OCCCC(=O)Nc2ccc3c(c2)OCCO3)cc1	0.7	19	-6	-8	-2	0	2.5	-0.6	-5	1.0	-4
CCOC(=O)C1C(=O)CC(C)(O)C(C(=O)OCC)C1c1ccc(N(CC)CC)cc1 (stereo unspecified)	-2.7	10	-5	-2	-9	-1	1.9	-0.7	-20	1.8	1
COc1nnc(-c2ccc(N3CCCCC3)c(NC(C)=O)c2)c2ccccc12	-0.1	-10	5	7	-5	2	2.6	-1.9	-12	-1.0	4
Cc1cc(NC(=O)C2C3C(=O)N(CC4CCCO4)C(C(=O)NC(C)(C)C)C34C=CC2(C)O4)no1 (stereo unspecified)	4.4	0	-9	0	-3	0	2.9	0.6	-11	2.6	0
CC12CCC(=O)N1C(C(=O)Nc1cccc3ccccc13)CS2 (stereo unspecified)	1.4	4	-19	-4	3	-1	0.8	1.1	-9	2.6	-5
C/C(=N\NC(=O)c1cc2c(s1)CCC(C)C2)c1ccncc1 (stereo unspecified)	1.5	4	-9	-2	-5	-3	5.3	0.6	4	3.3	-1
CCN1CCN(c2cc(N3CCN(C(=O)c4ccco4)CC3)c3c4c(onc24)-c2ccccc2C3=O)CC1	-3.0	-19	-2	8	-1	11	/	/	-30	-2.3	5
COc1ccc(C(=O)N/N=C/c2sc3ccccc3c2O)cc1	-7.9	-6	8	-3	2	-1	/	1.1	-9	5.4	1
CC(C)CN(C(=O)COC(=O)C12CC3CC(CC(Cl)(C3)C1)C2)c1c(N)n(Cc2ccccc2)c(=O)[nH]c1=O	-3.0	-4	-3	4	1	1	5.8	0.7	-1	-0.7	0
O=C(CSc1ccc2nnc(-c3ccncc3)n2n1)Nc1ccccc1F	-2.0	-3	-1	-9	-10	1	5.7	0.1	144	-0.9	1
O=C(Nc1ncn[nH]1)c1ccccc1O	2.0	-8	-3	22	3	0	-2.2	-1.7	-2	3.3	3
O=C(CSCC(=O)c1ccccc1)Nc1ccccc1Cl	-0.7	5	0	5	8	-4	2.2	-0.2	4	1.8	-1
OC[C@@H]1CCCN1Cc1nc(-c2cccs2)no1	1.1	1	3	12	-12	-1	2.0	-0.1	-2	0.3	0
COc1ccccc1-n1cnc2cc(NCc3cccs3)ccc21	-0.8	2	6	-3	-9	3	0.2	2.2	21	0.6	1
Cc1c(-n2c(SCC(C)C)nc3ccccc3c2=O)c(=O)n(-c2ccccc2)n1C	-0.3	-4	2	-1	5	-3	0.4	1.0	-17	-1.9	2
C=C(C)[C@@H]1CC=C(C(=O)O)CC1	-2.6	-54	4	5	10	1	0.2	-0.3	25	0.6	5
COC(=O)c1cc2occc2n1CC(=O)Nc1ccc(OC)c(OC)c1OC	1.4	4	-15	-18	-6	0	0.9	-2.0	-13	0.5	-2
COc1ccc(S(=O)(=O)N2CCOc3ccccc32)cc1	1.3	14	7	9	2	-9	0.2	1.4	10	-0.4	-4
COc1ccc(NC(=S)NCc2ccc3c(c2)OCO3)cc1	1.0	2	-5	-4	-6	-2	4.0	0.2	178	2.3	-1
CCOc1ccc(NS(=O)(=O)c2ccc(NC(=S)NC(=O)CC(C)C)cc2)cc1	2.4	-39	-8	14	-11	-1	-0.1	-0.2	-14	0.7	15
